Compound activity: PubChem BioAssay, Fisher Drug Discovery Resource Center
NPYLR7 agonist = mosquito NPYLR7 agonism; AID 1259423; HEK293T NPYLR7/Galpha15, GCaMP6s calcium fluorescence; activation, % at 10 µM; 0.15% of 270,000 active; in the data active = activation above about 40%;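 also: 0% = vehicle and 100% = reference agonist at the receptor; some compounds past the cut are filed as inactive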
hcGAS lum = inhibitors of human cGAS; recombinant h-cGAS, ATP depletion, Kinase-Glo luminescence; 0.081% of 290,000 active; Q8N884; inhibition, % at 12.5 µM; AID 1259398;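 also: 0% = vehicle reaction and 100% = reaction without DNA for no activity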
Target sequence (Q8N884 whole entry, looked up): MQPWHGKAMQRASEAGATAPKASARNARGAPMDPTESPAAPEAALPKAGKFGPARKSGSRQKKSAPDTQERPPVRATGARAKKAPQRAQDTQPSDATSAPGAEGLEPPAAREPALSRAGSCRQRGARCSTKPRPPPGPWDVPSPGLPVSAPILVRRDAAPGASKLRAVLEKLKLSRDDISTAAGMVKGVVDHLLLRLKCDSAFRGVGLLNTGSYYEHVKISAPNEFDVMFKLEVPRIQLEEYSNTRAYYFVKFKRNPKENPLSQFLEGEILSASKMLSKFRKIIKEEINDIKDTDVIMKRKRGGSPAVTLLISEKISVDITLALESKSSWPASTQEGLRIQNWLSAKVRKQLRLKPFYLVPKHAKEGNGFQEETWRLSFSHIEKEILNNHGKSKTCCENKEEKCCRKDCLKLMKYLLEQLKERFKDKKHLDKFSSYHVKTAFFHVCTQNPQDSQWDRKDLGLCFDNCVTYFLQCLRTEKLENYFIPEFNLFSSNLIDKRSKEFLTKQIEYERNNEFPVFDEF
mcGAS lum = mouse cGAS inhibition by luminescence. recombinant cGAS, Kinase-Glo ATP depletion luminescence. Q8C6L5. 0.15% of 160,000 active. inhibition, % at 12.5 µM;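 also: 0% = negative control wells and 100% = reference inhibitor with no enzyme activity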
Numbers without * were called inactive; · = no result given; & = joins results of further samples. Rule as the data show it, unless noted: active = inhibition above about 40%; inactive = the rest.

SMILES | NPYLR7 agonist | hcGAS lum | mcGAS lum
O=C1CC2(CCCC2)CC(=O)N1CCCCN1CCN(c2ncccn2)CC1 | -4&13&6 | -4&-2&0 | -3
Cc1cc(C)[n+](C)n1-c1ccccc1 | 3&0 | -4&2 | -3&-2
CC(=O)Nc1ccc(-c2ccnc3c2CC(C)(C(=O)NCc2ccco2)O3)cc1 (stereo not given) | 2 | -5 | -7
Cc1ccc(-c2nc3ccc(Br)cc3c(=O)o2)cc1[N+](=O)[O-] | -18 | 10 | 9
CCc1cccc2c(CC(=O)N(C)Cc3nccn3C)c[nH]c12 | -1 | -2 | ·
O=C(CSc1nc2ccccc2s1)N/N=C\c1ccc(Br)cc1 | -1 | 4 | -2
O=C(c1ccccc1Cl)N1CCN(c2nc(Cc3ccccc3)nc3cc(Cl)ccc23)CC1 | 3 | -5 | -8
O=C(Nc1cccc(F)c1)N1CCc2c([nH]c3ccccc23)C1c1ccccc1F (stereo not given) | -6 | -5 | -3
C=CCCC(O)CN(Cc1ccco1)Cc1ccccc1OC (stereo not given) | 18 | -11 | -5
CCNC(=O)[C@@H]1C[C@@H](N)CN1C(=O)Cn1nc(C)c(CC)c1C | -2 | -1 | ·
CCOC(=O)C1CCN(C(=O)CCCSc2nnc(-c3ccc(C)cc3)n2-c2ccccc2OC)CC1 | -4 | -7 | -6
O=c1[nH]c(O)c(C=C2C=Nc3ccccc32)c(=O)[nH]1 | 1&-5 | 1&1 | -3&-1
CCc1c(C)[nH]c2c1C(=O)C(CN1CCOCC1)CC2 (stereo not given) | -1&0&3 | -8&-6&-6 | -4
CCCn1c(=O)c2c(nc3n2CC(C)CN3c2ccccc2)n(C)c1=O (stereo not given) | 14 | -3 | ·
CN(CCC(=O)NCC1Cc2cc(-c3cnc4ccccc4c3)cc(F)c2O1)C1CCS(=O)(=O)C1 (stereo not given) | 7&-8 | -5&1 | -3
COC(=O)CCCC(=O)N1CCN(CC(OCc2cccc(Cl)c2)c2cccc(OC)c2)CC1 (stereo not given) | -6 | -3 | -4
COc1ccc(-c2ccnc3n[nH]c(-c4cccc(F)c4)c23)c(C)c1 | 24 | -4 | -5
O=C(NC1CCCC1)c1nc(-c2cccs2)no1 | 4 | 8 | ·
CCOc1cn2c(cc1=O)C(=O)N(CCNC(=O)c1ccc(F)c(F)c1)CC2 | 14 | -9 | ·
NC(N)=Nc1nc(CSCCC(N)=NS(N)(=O)=O)cs1 | -9&-12&-13&-1&0 | -2&0&-7&-9&3 | -6&-4

Record cards, as listed above. Screens in order: NPYLR7 agonist, hcGAS lum, mcGAS lum
`CN(CCC(=O)NCC1Cc2cc(-c3cnc4ccccc4c3)cc(F)c2O1)C1CCS(=O)(=O)C1` (stereo not given) as listed: 7&-8, -5&1, -3
`COC(=O)CCCC(=O)N1CCN(CC(OCc2cccc(Cl)c2)c2cccc(OC)c2)CC1` (stereo not given) as listed: -6, -3, -4
`CCCn1c(=O)c2c(nc3n2CC(C)CN3c2ccccc2)n(C)c1=O` (stereo not given) as listed: 14, -3, ·

(further entries)
SMILES | NPYLR7 agonist | hcGAS lum | mcGAS lum
COC(=O)CCCCCCCCC(=O)N[C@@H](C)C(=O)N1CCC(C(=O)N2CCOCC2)CC1 | 26 | -6 | -8
CCOC(=O)CN1CCN(c2cccc3ccccc23)C(=O)C1C (stereo not given) | -2 | -4 | -4
CCCCN(C=O)c1c(CC)nc2ccc(C(=O)N3CCN(C(C)=O)CC3)cn12 | 6 | -4 | -2
Cc1ccc(-c2nnc(CCC(=O)NC3CCCC3)c(=O)[nH]2)cc1Cl | 5 | -10 | ·
CS(=O)(=O)c1ccccc1C(=O)N(Cc1ccccn1)c1nc2c(Cl)cccc2s1 | -4 | -4 | -6
CCN(CC)CC(C)OC(=O)c1ccc(Cl)cc1Cl (stereo not given) | -1 | -5 | -1
CCc1ccccc1NC(=O)c1sc2nc3c(cc2c1N)C(=O)CC(C)(C)C3 | 0 | -10 | ·
CCNC(=O)N(Cc1ccc(F)cc1)Cc1cc(NC(=O)c2ccccc2Cl)ccc1N(C)C | -4 | 1 | -4
CC1=Nc2nnnn2C(c2ccccc2)C1 (stereo not given) | 21 | -9 | ·
O=C(c1cc(-c2cccs2)nc2ccccc12)N1CCN(C(=O)C2CC2)CC1 | 0 | -3 | ·

Taken from above.
`CCOC(=O)CN1CCN(c2cccc3ccccc23)C(=O)C1C` (stereo not given) in NPYLR7 agonist = -2
`COC(=O)CCCCCCCCC(=O)N[C@@H](C)C(=O)N1CCC(C(=O)N2CCOCC2)CC1` in hcGAS lum = -6
`CCCCN(C=O)c1c(CC)nc2ccc(C(=O)N3CCN(C(C)=O)CC3)cn12` in NPYLR7 agonist = 6

Carrying on:
SMILES | NPYLR7 agonist | hcGAS lum | mcGAS lum
COc1ccc(CC(=O)NC(C)c2nnc(SCc3cccc(OC)c3)n2-c2ccc(C)cc2)cc1 (stereo not given) | -8 | -1 | 0
CC(C)N(C(=O)Cn1c(CCNC(=O)C2CCCCC2)nc2ccccc21)c1ccccc1 | -7 | -10 | ·
O=C1COCc2cc(-c3ccccc3)ccc2N1CCN1CCOCC1 | -6 | 3 | ·
CC(C)(C)C(=O)NCC1CCCN(Cc2ccncc2Cl)C1 (stereo not given) | 2 | -2 | -11
Cc1ccccc1-c1ncc(CN2CCC(CCC(=O)Nc3ccccc3)CC2)cn1 | 11 | -7 | -9
CCC(NC(=O)CCC(=O)NC1CCCCCCC1)c1ccnn1C (stereo not given) | -1 | -3 | -9
O=C(Nc1c(C(=O)c2ccccc2)cc(Br)c2c1C(=O)c1ccccc1C2=O)c1ccccc1Br | -6 | -5 | ·
Fc1cccc(N=c2oc3ccc(Br)cc3cc2-c2nc3ccccc3[nH]2)c1 | -3 | -1 | -6
CC(Sc1nnnn1C)c1nc2scc(-c3cccs3)c2c(=O)[nH]1 (stereo not given) | 3 | -2 | ·
C#CCN(C)C(=O)c1ccc(-c2ccc(Oc3ccccc3)cc2)s1 | 2 | -5 | -7
COc1cc(Br)ccc1OCC(=O)N=Nc1c(O)n(C)c2ccc(C)cc12 | 12 | -9 | -5
CCOc1ccccc1C(=O)Nc1ccc(N2CCN(C(=O)C(CC)c3ccccc3)CC2)nc1 (stereo not given) | 6 | -4 | -4
O=C1OCCN1Cc1ccc(Nc2nccc(C(F)(F)F)n2)cc1 | 8 | -6 | ·
CN(C(=O)c1cnn(-c2ccccc2)c1)C1CCCN(C2Cc3ccccc3C2)C1 (stereo not given) | -3 | -2 | -2
CCOc1ccc(NC(=O)N2CCc3cc(OC)c(OC)cc3C2CNC(=O)CC(C)C)cc1 (stereo not given) | -10 | -2 | 1
CC(=O)c1cccc(NC(=O)CSC2=NCCS2)c1 | 8 | -12 | -1
CCOC(=O)Cc1c(C)nc2ncnn2c1N1CCN(C(=O)C=C(C)C)CC1 | 31 | -3 | -6
Cc1cccc(/C=C2/SC(=O)N(CCC(=O)NC(C)C3CC4CCC3C4)C2=O)c1 (stereo not given) | -5 | 6 | ·
Cc1cnn(-c2cc(N3CC[C@@H](c4ccc5c(c4)OCO5)[C@H](O)C3)ncn2)c1 | 17 | -4 | ·
CCC1(CC)CCN(C(=O)c2cc(CN3CCCC(O)C3)on2)C1 (stereo not given) | 0 | -8 | ·
O=C(NCCc1n[nH]c2c1CCCC2)C1CCN(Cc2ccco2)CC1 | 8 | -4 | -13
O=C(Nc1ccccc1)c1cn(Cc2ccccc2)nc1OCc1ccccc1 | 7 | -8 | -7
O=C(OCc1cc(=O)oc2ccc3ccccc3c12)C1=CN2CCS(=O)(=O)N=C2C=C1 | 2 | -3 | -4
CCS(=O)(=O)Nc1cccc(N2CCC(NC(C)c3ccccc3Cl)CC2)c1 (stereo not given) | 23 | -8 | -13
COc1ccc(CN(C)C(=O)C(=O)Nc2cc(F)cc(F)c2)cc1 | 13 | -8 | ·
CC1(C(=O)NS(=O)(=O)c2cccc(OC(F)F)c2)CCN1C(=O)c1ccccc1CCc1ccccc1 (stereo not given) | 2 | -8 | ·
CC(=O)Nc1nc(SCc2ccccc2C)[nH]c(=O)c1NC(=O)c1cccs1 | 0 | 2 | -4
CN1C=CC=C/C1=C\N=O | -11 | -5 | ·
O=C(O)c1cc2ccccc2cc1OS(=O)(=O)c1cccs1 | 4 | 0 | ·
Cn1c2c(c(=O)n(C)c1=O)C(c1cccc(Br)c1)C1C(=O)OCC1=N2 (stereo not given) | 4 | -4 | ·
Cc1ccc(-c2ccnc(NCCS(=O)(=O)N(C)C)n2)c(C)n1 | -4 | -5 | ·
CCC(CC)C(=O)Nc1cc(-c2cn3nc(OC)ccc3n2)ccc1Cl | -6 | -2 | -2
COc1cccc(C(=O)OCc2cc(-c3ccc4c(c3)OCCO4)on2)c1OC | -2 | -4 | ·
Cc1ccc(Oc2cnn(C)c(=O)c2Nc2ccc(C(=O)O)cc2)c(C)c1 | 10 | -4 | -5
CCCCC(CC)C(=O)N1CCC(Cc2ccc(NC(C)=O)cc2)CC1 (stereo not given) | 0 | -3 | -5
CCOC(=O)c1c(NC(=O)Cc2cccs2)sc(C(=O)Nc2ccccc2F)c1C | -7 | -5 | -5
C[C@@H]1C(=O)NC2=Nc3cccc(Cl)c3CN21 | 0 | -5 | -5
Cc1cccc(C)c1NC(=O)CN(C)c1cnn(Cc2ccccc2)c(=O)c1Cl | -5 | -5 | ·
Cc1ccc(-c2nn(Cc3ccccc3F)c(=O)c3nc(C)sc23)cc1 | 4 | 5 | -8
COc1ccc(-c2ccn[nH]2)cc1C(F)(F)F | 21 | 4 | ·
N#CCc1nc(N)nc(Nc2ccc(Cl)cc2)n1 | 1 | -2 | ·
N#Cc1ccc(C(=O)N2CCC(c3cn(Cc4ccc(C(F)(F)F)cc4)c4ccccc34)CC2)cc1 | 2 | 1 | -1
COCCn1c(C)cc(O)c(C(c2ccc(OC)c(OC)c2)N2CCN(CCO)CC2)c1=O (stereo not given) | 6 | -8 | ·
CCCCCn1c(CN2CCN(c3ccc(F)cc3)CC2)nc2c1c(=O)n(C)c(=O)n2C | 4 | -4 | -7
COC(=O)c1oc2c(c1C)C(=O)CC(c1ccc(OC)c(OC)c1)C2 (stereo not given) | 11 | 3 | ·
Cn1c(=NN=CC(Cl)=Cc2ccccc2)sc2ccccc21 | 0 | -7 | ·
CCCOc1nc2ccccc2nc1N1CCC(C(N)=O)CC1 | 4 | -4 | -7
Cc1ccsc1C1NC(=O)c2c(sc3c2CCCC3)N1 (stereo not given) | -3 | 0 | -1
Cn1ccc(C(=O)N2CCCC(CCc3ccc(F)cc3)C2)cc1=O (stereo not given) | · | -8 | -13
O=C(CCn1ccc2ccccc21)N1CCN(S(=O)(=O)c2ccc(F)cc2)CC1 | -1 | 1 | -6
Further entries:
SMILES | NPYLR7 agonist | hcGAS lum | mcGAS lum
Cc1cc2c(N=NC(=O)c3ccccc3)c(O)[nH]c2cc1Br | -2 | 1 | 2
Cc1cc(C)c(S(=O)(=O)NC(Cc2ccccc2)c2nnc(SCc3ccccc3)n2-c2ccc([N+](=O)[O-])cc2)c(C)c1 (stereo not given) | 26 | -3 | -2
COc1ccc(S(=O)(=O)NCCc2ccc(F)cc2)cc1N1CCN(C(=O)C(Cl)(Cl)Cl)CC1 | 14 | 1 | -4
O=C(NC1CCc2ccccc21)c1ccc(-c2ccc3c(c2)OCCO3)s1 (stereo not given) | -2 | -8 | -8
COc1nn2ccsc2c1C(=O)N1CCN(C)CC1 | 26 | -8 | ·
CCn1c(SCC(=O)Nc2ccccc2)nc2ncccc2c1=O | 6 | -11 | ·
OC(CC1CCCN1)c1ccco1 (stereo not given) | 15 | -3 | ·
NC1=NC(c2ccc(O)c(O)c2)n2c(nc3ccccc32)N1 (stereo not given) | 12 | 1 | ·
CCc1cccc2c(C(CC(=O)NC(C)CCc3ccccc3)c3ccc(OC)c(OC)c3)c[nH]c12 (stereo not given) | -2 | -4 | -2
CN(CC(=O)Nc1ccnn1C1CCCC1)c1c(F)cccc1F | -1 | -3 | ·
CCc1cccc(C)c1NC(=O)c1ccc(CN2C(=O)CCC2=O)cc1 | -1 | -12 | -22
O=C1CC2(CCCC2)C(=O)N1CN1CCN(S(=O)(=O)c2cccc(Cl)c2)CC1 | 1 | -6 | -9
COCCNC(=O)C(NC(=O)c1cccc(OC)c1)C1CCN(C(=O)c2ccccc2OC)CC1 (stereo not given) | 9 | -4 | -4
COc1ccccc1NC(=O)NC(Cc1ccccc1)C(=O)Nc1nnc(-c2ccc(F)cc2)s1 (stereo not given) | 1 | -17 | -6
CCN(CC)c1ccc2cc(C(=O)Nc3ccc(OC)c(OC)c3)c(=O)oc2c1 | 16 | -3 | -7
CCN(CC)CCCn1c2c(c(SCC(=O)Nc3ccccc3C(F)(F)F)nc1=O)CCC2 | 10 | 14 | 3
COc1ccnc(N2CCN(c3nnc(C)c(C)c3C(N)=O)CC2)n1 | -3 | 3 | ·
CCC(C(=O)Nc1c2c(nn1CC(=O)NCc1ccco1)CSC2)c1ccccc1 (stereo not given) | -4 | -1 | -4
COc1ncccc1-c1ccc(C(=O)Nc2cccnc2)o1 | 4 | -3 | -9
Cn1c(C(C#N)=Cc2ccc([N+](=O)[O-])s2)nc2ccccc21 | 10 | -4 | ·
CS(=O)(=O)Nc1ccc2nc(-c3cccc(C(F)(F)F)c3)nn2c1 | -12 | 3 | -2
CCC(C)N(Cc1ccc(OS(C)(=O)=O)cc1)C(=O)c1cccs1 (stereo not given) | -5 | -2 | -4
O[C@@H]1C[C@H]2CN(c3ncccc3C(F)(F)F)C[C@H]2C[C@@H]1O | 3 | -2 | ·
CNC(=O)c1cc2c(=O)n3cccc(C)c3nc2n(CCCn2ccnc2)c1=N | 0 | 5 | ·
